# RmlCD inh 1536 = inhibitors of Mycobacterium tuberculosis RmlC and RmlD coupled enzymes | RmlC+RmlD coupled enzyme assay, percent inhibition; primary screen in compound mixtures | actives 0.03% (n = 160,000) | P9WH09+P9WH11 | inhibition, % at 3.6 µM; in the data active = inhibition mostly above about 34%, no sharp cut-off; inconclusive = no clear call, values can overlap the other calls; inactive = mostly below about 22%; note: some results filed as inactive read as strong as hits
# Target sequence (P9WH09 whole entry, looked up): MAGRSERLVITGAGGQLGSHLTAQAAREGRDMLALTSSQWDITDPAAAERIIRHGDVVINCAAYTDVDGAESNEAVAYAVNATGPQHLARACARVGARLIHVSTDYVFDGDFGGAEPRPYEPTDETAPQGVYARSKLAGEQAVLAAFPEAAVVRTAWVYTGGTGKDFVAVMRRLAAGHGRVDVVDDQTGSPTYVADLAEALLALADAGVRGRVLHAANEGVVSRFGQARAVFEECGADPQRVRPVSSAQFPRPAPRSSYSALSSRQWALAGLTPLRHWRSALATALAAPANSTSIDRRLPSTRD
# Target sequence (P9WH11 whole entry, looked up): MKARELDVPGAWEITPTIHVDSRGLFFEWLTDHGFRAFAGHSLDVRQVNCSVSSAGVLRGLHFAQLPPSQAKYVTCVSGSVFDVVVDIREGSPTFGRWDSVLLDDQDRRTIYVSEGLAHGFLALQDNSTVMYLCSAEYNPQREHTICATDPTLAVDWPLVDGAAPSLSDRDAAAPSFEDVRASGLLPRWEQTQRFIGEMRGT
# M. tuberculosis GlmU = inhibition of mycobacterial GlmU enzyme – biochemical, glucosamine-1-phosphate acetyltransferase (AID 1376); M. tuberculosis GlmU acetyltransferase enzyme assay; higher % means a stronger effect; actives 0.25% (n = 220,000); inhibition, %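 (tested at 30 µM in the primary screen)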; hits with a dose series show IC50 in µM; in the data active = inhibition above about 13%; inconclusive = no clear call, values can overlap the other calls;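 note: 0% = complete reaction with vehicle and 100% = reaction without substrate; strong numbers were not always called active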
# An asterisk follows results filed as active; ? = inconclusive; . = not tested or not shown.
SMILES,RmlCD inh 1536,M. tuberculosis GlmU
CCCc1cc(=O)oc2cc(OCC(=O)NCc3cccs3)ccc12,-12,1.6%
O=C(Nc1c(C(=O)N2CCOCC2)cnn1-c1ccccc1Cl)c1ccco1,-6,0.1%
COc1cccc2cc(C(=O)N3CCC(C)CC3)c(=O)oc12,7,-4.9%
COc1cccc(NC(=O)Cn2cnc3sc(C)c(S(=O)(=O)N4CCCCC4)c3c2=O)c1,.,2.0%
COC(=O)C1=C(N)Oc2cc(C)n(CC3CCCO3)c(=O)c2C1c1ccc(Cl)cc1 (stereo not drawn),26,2.2%
CS(=O)(=O)c1ccc2nc(NC(=O)Nc3ccc(Cl)cc3)sc2c1,-5,1.3%
COc1ccc(-c2cc(C(F)F)n3ncc(C(=O)Nc4c(C)n(C)n(-c5ccccc5)c4=O)c3n2)cc1,.,0.4%
C=CCN(CC=C)c1nc2ccccc2nc1C(C#N)C(=O)OCCOC (stereo not drawn),24,-4.0%
CCCn1c(SCc2nc3ccccc3s2)n[nH]c1=O,-8,-1.2%
C=CCn1c(CSc2nc3ccccc3s2)nnc1SCC(=O)OCC,4,-4.1%
Cc1ccc(Nc2nc(N)c([N+](=O)[O-])c(NCCO)n2)cc1,?,-6.4%
CC(Oc1ccc(-c2ccccc2)cc1)C(=O)O (stereo not drawn),-5,-4.1%
COC(=O)c1ccc(-c2noc(CN(Cc3nccn3C)C(C)C)n2)cc1,-8,6.6%
CC1=[N+](C)c2c(ccc3cccnc23)C1(C)C,-3,3.3%
CCCOc1ccc(CSc2nnc(CCC)n2N)cc1,.,1.6%
C=C1CCN([C@@H](CC(C)C)C(=O)NCCC(C)C)S(=O)(=O)c2ccccc21,.,-3.0%
CCC(C)(C)n1nnnc1C(c1ccccc1)N1CCc2ccccc2C1 (stereo not drawn),-9,-0.7%
Cc1ccc(S(=O)(=O)NCCNC(=O)c2nonc2N)cc1,-8,0.3%
CC(=O)Oc1ccc(-c2cccc(C(=O)Oc3ccccc3)c2)cc1,10,-1.7%
Fc1ccc(OCc2nc3ccccc3s2)cc1,-4,0.7%

# Shown field by field: part of the list above.
Compound: COc1cccc2cc(C(=O)N3CCC(C)CC3)c(=O)oc12
  RmlCD inh 1536 = 7; M. tuberculosis GlmU = -4.9%

Compound: COc1cccc(NC(=O)Cn2cnc3sc(C)c(S(=O)(=O)N4CCCCC4)c3c2=O)c1
  RmlCD inh 1536 = .; M. tuberculosis GlmU = 2.0%

Compound: COC(=O)C1=C(N)Oc2cc(C)n(CC3CCCO3)c(=O)c2C1c1ccc(Cl)cc1 (stereo not drawn)
  RmlCD inh 1536 = 26; M. tuberculosis GlmU = 2.2%

Compound: CS(=O)(=O)c1ccc2nc(NC(=O)Nc3ccc(Cl)cc3)sc2c1
  RmlCD inh 1536 = -5; M. tuberculosis GlmU = 1.3%

# Next section:
SMILES,RmlCD inh 1536,M. tuberculosis GlmU
O=C1CC(NNc2nc3ccccc3s2)C(=O)N1c1ccc(F)cc1 (stereo not drawn),-13,6.3%
CCN(CC)S(=O)(=O)c1ccc(C(=O)Nc2c3c(nn2C(C)(C)C)CS(=O)(=O)C3)cc1,.,0.0%
CCOC(=O)c1c(C)[nH]c(C(=O)COC(=O)c2oc3ccc(OC)cc3c2C)c1C,-11,4.8%
N#C/C(=C(/O)COC(=O)c1ccc(O)cc1)c1nc2ccccc2[nH]1,-3,2.2%
O=C(CN1CCCCCC1=O)OCc1ncc(-c2ccccc2)o1,.,-2.1%
CSc1ccc(C(=O)C2CCCN(Cc3cnc(SC)nc3)C2)cc1 (stereo not drawn),-3,-1.6%
CCn1nc(-c2ccccc2)nc2c(=O)n(C)c(=O)nc1-2,.,4.4%
COC(=O)CSc1nnc2n(-c3ccc(OC)cc3)c(=O)c3c4c(sc3n12)CCCCC4,18,0.9%
CCOc1cc(/C=C2\N=C3CCCCCN3C2=O)ccc1O,6,0.7%
C=CCn1c(N)cc(=O)nc1SCC(=O)NC(C)c1ccccc1 (stereo not drawn),5,-4.6%
COc1ccc(OC)c(C2C(C(C)=O)=C(O)C(=O)N2CCc2ccc(OC)c(OC)c2)c1 (stereo not drawn),.,3.4%
COc1cccc(CN(C)C(=O)c2cc(COc3ccc4ncccc4c3)on2)c1,11,-5.6%
CC(Cl)c1cc(-c2ncc(C(F)(F)F)cc2Cl)no1 (stereo not drawn),12,-4.0%
Cn1cc(Br)c(C(=O)NC(=S)N2CCN(c3ccccn3)CC2)n1,16,7.4%
O=C(Nc1ccc2c(c1)OCO2)c1ccc(Br)o1,5,-1.4%
Cc1ccc(Cn2nnc(C(=O)Nc3cc(C)ccc3C)c2N)cc1,18,5.1%
Cc1cc(=O)oc(C)c1C(=O)OCC(=O)c1ccc2ccccc2c1,0,0.7%
COc1ccc2c(c1)c(C(=O)CN1CCOCC1)c(C)n2C,.,5.7%
CC(=O)N1C(=O)C2(C(C#N)=C(N)Oc3cc(C)oc(=O)c32)c2ccccc21 (stereo not drawn),.,0.3%
COc1ccc(N=C2C(=Nc3ccc(OC)cc3)N(c3ccc(OC)cc3)C(=S)N2C)cc1,-3,4.4%
CCN(CC)CCNc1nc2nonc2nc1NCCN(CC)CC,.,-3.3%
COc1cc(NC(=O)CN(C)Cc2ccc(OC(F)F)cc2)c(C)cc1[N+](=O)[O-],-10,-2.2%
COC(=O)c1cc(CSC(=N)N)ccc1OCCC(C)C,-12,-3.5%
CCN(CC)C(=O)C(C)N(C#N)c1nc(SC)nc(N(C)C)n1 (stereo not drawn),8,-4.1%
Cc1ccc(-c2nc(C#N)c(NCC3CCCO3)o2)cc1 (stereo not drawn),9,1.3%
COc1ccc(N(C)C(=O)Nc2ccc3c(c2)nnn3C)cc1,2,-2.9%
COc1cccc(OC)c1OCCCOc1ccc([N+](=O)[O-])cc1Cl,.,-1.9%
Cn1c(=O)[nH]c(Nc2ccc(F)cc2)c([N+](=O)[O-])c1=O,-2,1.3%
COc1ccccc1OCCCn1c(=O)oc2ccc(C)cc21,.,6.6%
COc1cc(NC(=O)CSc2nnc3c(C)cc4cc(C)cc(C)c4n23)c(C(=O)O)cc1OC,-10,-0.6%
O=C(CCNC(=O)c1ccccc1)OCC(=O)c1ccccc1,.,-0.4%
CCc1ccc2nc(SCC(=O)Nc3nnc(C)s3)c(C)cc2c1,1,1.3%
COC(=O)CCCCCCCC(=O)Nc1nnc(C(F)(F)F)s1,7,-1.0%
CCOc1ccc(N2C(=O)NC(Cc3c[nH]c4ccccc34)C2=O)cc1 (stereo not drawn),.,3.5%
CCc1ccc(/C=N/n2c(C)cc(C)c(C#N)c2=O)cc1,-9,1.9%
O=C(O)CSC(=S)N1CCCCC1,4,-1.5%
O=C(O)C1C2CCC(C2)C1C(=O)Nc1cc(F)ccc1F (stereo not drawn),3,-2.0%
COc1ccc(NC(=O)CSc2nnc(Cc3cccn3C)n2-c2ccc(F)cc2)cc1OC,-7,1.9%
Cc1cc(-c2nc(C)c(-c3nnc(SCC(=O)Nc4ccccc4)n3C)s2)no1,-8,-3.0%
Cc1ccc(OCC(=O)N2CCN(Cc3cccnc3)CC2)cc1,17,2.3%

# Looked up by structure from the entries so far (seven):
SMILES,RmlCD inh 1536,M. tuberculosis GlmU
C=CCn1c(CSc2nc3ccccc3s2)nnc1SCC(=O)OCC,4,-4.1%
CCC(C)(C)n1nnnc1C(c1ccccc1)N1CCc2ccccc2C1 (stereo not drawn),-9,-0.7%
CCN(CC)S(=O)(=O)c1ccc(C(=O)Nc2c3c(nn2C(C)(C)C)CS(=O)(=O)C3)cc1,.,0.0%
N#C/C(=C(/O)COC(=O)c1ccc(O)cc1)c1nc2ccccc2[nH]1,-3,2.2%
Cc1ccc(-c2nc(C#N)c(NCC3CCCO3)o2)cc1 (stereo not drawn),9,1.3%
COc1cccc(OC)c1OCCCOc1ccc([N+](=O)[O-])cc1Cl,.,-1.9%
CC(Oc1ccc(-c2ccccc2)cc1)C(=O)O (stereo not drawn),-5,-4.1%

# Quoted from the results shown (4 entries):
SMILES,RmlCD inh 1536,M. tuberculosis GlmU
O=C(O)C1C2CCC(C2)C1C(=O)Nc1cc(F)ccc1F (stereo not drawn),3,-2.0%
COc1ccc(NC(=O)CSc2nnc(Cc3cccn3C)n2-c2ccc(F)cc2)cc1OC,-7,1.9%
Cc1cc(-c2nc(C)c(-c3nnc(SCC(=O)Nc4ccccc4)n3C)s2)no1,-8,-3.0%
Cc1ccc(OCC(=O)N2CCN(Cc3cccnc3)CC2)cc1,17,2.3%

# Next results follow.
SMILES,RmlCD inh 1536,M. tuberculosis GlmU
Cc1ccc(C(=O)CNc2ccc(C)c(Cl)c2)cc1,26,1.1%
CCNc1nnc(CSc2nc3ccccc3s2)s1,.,1.5%
COc1ccc(CNC(=O)c2ccccc2NS(C)(=O)=O)cc1,.,0.2%
O=C(Nc1ccccc1Br)c1ccccc1-c1ccccc1,-5,2.4%
CCc1ccc(N(C(=O)c2snc(C(N)=O)c2N)C(C(=O)NCC2CCCO2)c2cccs2)cc1 (stereo not drawn),4,3.0%
O=[N+]([O-])c1ccc(/C=N/Nc2nc(N3CCCC3)nc(N3CCCC3)n2)o1,-10,-5.1%
Cc1cc(C)n2c3c(c(C#N)c2n1)CCCC3,1,2.8%
Cc1cccc(C(=O)NNC(=O)c2ccccc2-n2cccc2)c1,24,5.0%
CCNC(=O)C(=O)Nc1ccc(OC)c(Cl)c1,15,2.3%
Cn1c(SCC(=O)Nc2ccc(F)cc2)nc2c([nH]c3ccccc32)c1=O,-13,7.0%
C=CCn1c(O)c(C(C)=Nc2ccc(N(C)C)cc2)c(=O)[nH]c1=O,0,-2.6%
COc1ccccc1NC(=S)N1CCn2cccc2C1c1cccnc1 (stereo not drawn),-12,5.5%
O=c1cc(CN2CCN(c3ccccc3F)CC2)c2cc3c(cc2o1)CCCC3,9,0.1%
CC(C)C(=O)Nc1ccc2c(c1)C(=O)NC2=O,6,0.3%
O=C(Nc1cc(C(F)(F)F)ccc1Cl)c1ccc(NC(=O)C(F)(F)F)cc1,-8,2.4%
COc1ccc(C(=O)Nc2cc(C(=O)c3ccccc3)c(C)oc2=O)cc1,1,-0.6%
O=C(NCC(=O)N1CC(O)CC1C(=O)N1CC(O)CC1C(=O)OCc1ccccc1)OCc1ccccc1 (stereo not drawn),9,-1.6%
O=[N+]([O-])c1cc(-c2csc(NC(CO)c3nc4ccccc4n3CCOCCO)n2)ccc1Cl (stereo not drawn),.,2.7%
COc1ccc(CNc2nc3c(c(=O)n(Cc4ccc(F)cc4)c(=O)n3C)n2C)cc1,3,3.0%
COC(=O)c1ccccc1NC(=O)N1CCN(S(=O)(=O)c2ccc(Cl)cc2)CC1,.,-4.0%
COc1ccc(C(=O)COC(=O)CCN2C(=O)C3C4CCC(C4)C3C2=O)cc1 (stereo not drawn),6,-3.3%
COc1ccc(-c2cnc3n2CCCCC3)cc1,-7,1.3%
CC(=O)NC1C(Oc2ccc3c(C)cc(=O)oc3c2)OC(COC(C)=O)C(OC(C)=O)C1OC(C)=O (stereo not drawn),-4,0.2%
c1ccc(-n2nnnc2-c2cnc(-c3ccncc3)nc2-c2cccs2)cc1,.,2.3%
O=C(CNC(=S)N(CCCN1CCOCC1)Cc1cccs1)NC1CC1,-10,0.7%
Cc1cc2nnc(SCC(=O)N3CCCCC3)n2c(N)n1,1,-3.7%
Cc1ccc(-n2[nH]c(C)c(/C=N/NC(=O)c3ccc([N+](=O)[O-])cc3)c2=O)c(C)c1,-17,-5.1%
COC(=O)c1ccc(S(=O)(=O)N2CCN(CCO)CC2)n1C,6,-9.5%
Cc1cc(Cl)c(OCCOCCN2CCCCC2)c(Br)c1,7,-1.5%
CCc1ccc(C=NC23CN4CN(CN(C4)C2)C3)s1,.,3.8%
O=C(O)COc1c(-c2ccccc2)oc2ccccc2c1=O,37,3.3%
Cc1ccc(C(=O)NC(=C(Cl)Cl)S(=O)(=O)c2ccc(Cl)cc2)cc1,-14,-2.5%
CN(C)S(=O)(=O)c1ccc(Cl)c(NC(=O)CSc2nc3c(cc2C#N)C(=O)CC(C)(C)C3)c1,2,4.1%
CCCCCCCC(=O)OC(CN1CCCCCC1)CN1CCCC1=O (stereo not drawn),18,-4.4%
CCCCCCn1c(SCC(C)C)nc2c1c(=O)[nH]c(=O)n2C,.,-4.0%
Cc1nc(CNS(=O)(=O)c2cc([N+](=O)[O-])ccc2C)cs1,.,4.0%
CCc1ccc2[nH]c(=O)c(CN(Cc3ccccc3OC)Cc3nnnn3Cc3ccco3)cc2c1,.,7.8%
O=C(CN1C2=NCCN2c2ccccc21)c1cccs1,-7,1.0%

# Assay outcomes from PubChem.

# The list is partial. The share of hits here may be higher or lower than overall.
